Screening data deposited in PubChem BioAssay by NMMLSC.
GSH bead fluor – compound fluoresces at 488/530 nm on GSH beads. GSH beads flow cytometry, compound fluorescence 488/530 nm; stronger effect = higher value. fluorescence (KMESF) at 10 µM. 0.25% of 190,000 active; in the data active = fluorescence above about 89;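 note: glutathione beads carrying GST-tagged Bcl family fusion proteins plus one bare bead set; values are compound well signal with DMSO vehicle wells as background; inactives centre near 16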
RGS4-Gao reg – modulates binding of RGS4 to human Galphao; P09471; Multiplexed bead flow cytometry; actives lie on both sides; binding response (% of control), % at 10 µM; 0.33% of 220,000 active; AID 1415; in the data active = binding response below about 49% or above about 150%; inactive = in between;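 note: fluorescent Galphao activated with aluminum fluoride binding bead-coupled RGS4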
Bfl-1 Bim block – inhibitors of Bim-Bfl-1 interaction, human; Q16548; 0.12% of 190,000 active; Bead-based flow cytometry, Bim-Bfl-1 binding inhibition; inhibition, % at 10 µM;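 note: 0% = wells without compound plus tracer and 100% = blocker peptide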
Bim-Bcl-2 – human Bim-Bcl-2 interaction inhibition | 0.06% of 190,000 active | inhibition, % at 10 µM | Bead-based flow cytometry, Bim peptide-Bcl-2 binding | P10415; in the data active = inhibition above about 40%; inconclusive = no clear call, values can overlap the other calls;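 note: 0% = no compound wells with probe peptide and 100% = reference peptide inhibitor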
Bim-Bcl-XL – inhibitors of Bim-Bcl-XL interaction, human; Q07817; Bim peptide-Bcl-XL binding, bead flow cytometry, fluorescence; inhibition, % at 10 µM; 0.04% of 190,000 active
Bcl-B Bim block – disrupts Bim peptide binding to human Bcl-B | Q9HD36 | bead-based flow cytometry | inhibition, % at 10 µM | 0.073% of 190,000 active;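 note: 0% = tracer peptide without compound and 100% = reference inhibitor peptide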
Target sequence (Q9HD36 whole entry, looked up): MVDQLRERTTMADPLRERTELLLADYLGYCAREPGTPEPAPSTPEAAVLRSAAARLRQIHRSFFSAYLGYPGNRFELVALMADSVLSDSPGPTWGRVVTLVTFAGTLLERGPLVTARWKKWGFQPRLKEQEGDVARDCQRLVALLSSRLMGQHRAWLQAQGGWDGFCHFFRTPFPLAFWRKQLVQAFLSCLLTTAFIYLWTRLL
ABCG2 inh – inhibitors of human ABCG2 transporter, ABCB1 counter-screen. Q9UNQ0. IgMXP3 cells, JC-1 efflux, flow cytometry. inhibition, % at 6.6 µM. 0.1% of 190,000 active;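 active = inhibition above 80%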;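 note: 0% = DMSO and 100% = nicardipine control wells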
Target sequence (Q9UNQ0 whole entry, looked up): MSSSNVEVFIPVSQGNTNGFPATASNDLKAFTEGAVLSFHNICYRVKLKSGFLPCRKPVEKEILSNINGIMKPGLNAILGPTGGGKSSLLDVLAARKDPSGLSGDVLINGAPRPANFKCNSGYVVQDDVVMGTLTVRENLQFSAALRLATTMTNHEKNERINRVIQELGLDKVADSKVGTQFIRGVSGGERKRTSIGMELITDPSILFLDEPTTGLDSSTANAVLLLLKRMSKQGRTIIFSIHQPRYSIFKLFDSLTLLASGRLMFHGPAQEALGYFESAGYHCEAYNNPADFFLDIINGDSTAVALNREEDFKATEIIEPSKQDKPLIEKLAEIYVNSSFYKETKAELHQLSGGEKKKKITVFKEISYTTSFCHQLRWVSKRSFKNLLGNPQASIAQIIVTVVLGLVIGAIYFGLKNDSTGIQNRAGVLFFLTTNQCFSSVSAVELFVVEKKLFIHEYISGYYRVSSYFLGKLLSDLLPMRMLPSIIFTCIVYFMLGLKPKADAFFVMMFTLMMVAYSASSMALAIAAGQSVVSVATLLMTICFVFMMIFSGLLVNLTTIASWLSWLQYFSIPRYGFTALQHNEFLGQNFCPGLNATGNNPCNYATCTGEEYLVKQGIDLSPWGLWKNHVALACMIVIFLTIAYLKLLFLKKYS
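Incubation: cells with compound and JC-1, 10 min at 25 °C, rotating, no wash / Test system: IgMXP3 (ABCG2) plus far-red-tagged CCRF-Adr (ABCB1) cells / Compound dosing: one concentration, 6.6 µM final / Also added: JC-1 fluorescent substrate / Evaluation: efflux inhibition in percent versus controls / Detection: flow cytometry, 530 nm JC-1 signal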
Bcl-W Bim block – inhibitors of Bim-Bcl-W interaction, human; inhibition, % at 10 µM; bead-based flow cytometry, Bim peptide-Bcl-W binding; Q92843; 0.02% of 190,000 active;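 note: 0% = bound tracer without compound and 100% = peptide blocker; higher means less fluorescent Bim peptide bound to Bcl-W beads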
Target sequence (Q92843 whole entry, looked up): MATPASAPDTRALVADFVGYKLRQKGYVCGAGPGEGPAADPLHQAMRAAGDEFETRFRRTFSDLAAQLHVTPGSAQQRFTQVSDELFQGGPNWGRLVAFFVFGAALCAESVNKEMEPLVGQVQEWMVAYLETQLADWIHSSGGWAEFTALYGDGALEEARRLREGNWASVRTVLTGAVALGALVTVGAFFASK
Avidin fluor – avidin bead compound fluorescence profile; 0.38% of 220,000 active; AID 1775; Avidin beads, compound fluorescence 488/530 nm, flow cytometry; stronger effect = higher value; fluorescence (KMESF) at 10 µM; in the data active = fluorescence above about 47; note: inactives centre near 10
RGS7-Gao – regulators of human RGS7-Galphao interaction; Multiplexed bead flow cytometry, RGS7-Galphao binding; actives lie on both sides; 0.35% of 220,000 active; P09471; binding response (% of control), % at 10 µM; in the data active = binding response below about 49% or above about 150%; inconclusive = no clear call, values can overlap the other calls; inactive = in between;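 note: fluorescent Galphao held in activated GDP-AlF4 state binding bead-coupled RGS7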
ABCB1 inh – blocks JC-1 efflux by human ABCB1 transporter | CCRF-Adr cells, flow cytometry | inhibition, % at 6.6 µM | 0.067% of 190,000 active | AID 1326; in the data active = inhibition above about 40%;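 note: 0% = vehicle and 100% = reference inhibitor; higher value means more JC-1 retained so stronger ABCB1 efflux block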
The depositor's hits bear a star; ? = inconclusive; . = not tested or not shown; [ ] = dose if it differs, or a comment. Cut-off read from the data, not from the text of the source, unless noted: active = inhibition above about 40%.

SMILES	GSH bead fluor	RGS4-Gao reg	Bfl-1 Bim block	Bim-Bcl-2	Bim-Bcl-XL	Bcl-B Bim block	ABCG2 inh	Bcl-W Bim block	Avidin fluor	RGS7-Gao	ABCB1 inh
C=CCn1c(SCc2ccc(C#N)cc2)nnc1-c1ccccc1	39	111	-3	-12	-9	-13	7	-2	6	109	3.7
O=C(NCCN1CCOCC1)c1cc(Sc2cccc(Cl)c2)nc2ccccc12	17	102	-14	-6	-8	-9	4	-3	16	97	2.0
COc1ccc(CCNC(=O)CC2C(=O)NCCN2CC(C)(C)C)cc1 (stereo not given)	54	102	-10	-3	-2	0	1	-3	10	103	0.5
O=C(O)CCN(CCC(=O)O)c1ccccc1	30	104	-8	-6	-4	-6	2	-1	18	101	0.4
CCCCOc1ccc(-c2nnn(CC(=O)NCc3ccco3)n2)cc1	34	102	-15	-7	-4	-5	25	-2	10	100	0.3
CC(C)Oc1ccc(NC(=O)C2CCCNC2=O)cc1 (stereo not given)	34	102	11	8	-2	1	4	-5	11	101	0.9
Cc1ccc(-c2nnn(CCOc3cccc(Br)c3)n2)cc1	10	101	-14	-10	-8	-13	2	-4	9	99	0.1
O=c1c([N+](=O)[O-])cccn1Cc1ccc(F)cc1Cl	14	96	5	-3	-2	2	3	-2	15	93	1.1
CCn1c(C(C)NC(=O)c2cccs2)nc2ccccc21 (stereo not given)	15	100	-8	-4	-5	-6	1	-1	7	99	0.7
O=C(NCc1cccnc1)c1ccc(Cl)c(Cl)c1	13	100	-10	-12	-1	-7	5	-2	15	102	0.1
c1ccc(-c2cc3n(c2)CCc2ccccc2-3)cc1	16	94	6	-1	-8	-16	-1	-6	5	100	0.2
CC(C)CNc1oc(-c2ccc(F)cc2)nc1C#N	21	105	-10	-11	-6	-6	3	0	8	107	0.4
Cc1cc(-c2csc(N)n2)c(C)n1CCC(C)C	42	93	14	22	7	25	2	19	9	97	0.3
CC(C)NC(=O)c1cccc(Cn2cc(Cl)cn2)c1	80	103	-7	-2	-1	-1	8	-2	11	104	1.9
COC(=O)C1=C(C)NC(=O)NC1c1ccc(N2CCC(c3ccccc3)=N2)cc1 (stereo not given)	24	106	-1	-5	-4	-5	13	-3	6	108	0.0
O=C(Nc1ccc(OC(F)(F)F)cc1)C1CCCN(S(=O)(=O)c2cccnc2)C1 (stereo not given)	21	100	1	2	2	0	8	1	7	98	0.3
N#Cc1c(-c2ccccc2)nc(-c2ccncc2)[nH]c1=O	13	98	0	1	0	1	-1	3	11	?	0.2
O=C(N/N=C/c1ccc(O)cc1)c1nc(-c2ccccc2)n(-c2ccccc2)n1	9	103	-3	-2	-4	-1	7	-4	16	104	0.1
CCCNC(=O)c1ccc(Cn2cc(C(F)(F)F)ccc2=O)cc1	16	99	-3	-1	-4	-2	0	-5	9	103	-0.1
O=C(CN1CCC(n2nnc3ccccc32)CC1)Nc1ccc2c(c1)CCC2	40	105	-10	-6	9	-10	6	3	9	108	1.3
COc1ccc(N2CCN(C(=O)CCn3nnc4ccccc43)CC2)cc1	30	100	-16	-11	-2	-8	17	2	13	100	2.0
COc1ccc(-n2c(O)c(/C=N/NS(=O)(=O)c3ccc(C)cc3)c3ccccc3c2=O)cc1OC	15	105	3	-1	-3	0	0	0	6	101	0.5
CCN1CCN(CC(=O)Nc2c(C(=O)OC)[nH]c3cccc(Cl)c23)CC1	32	105	-12	-10	8	-7	0	-2	6	100	-1.0
COc1ccc([N+](=O)[O-])cc1N(CC(=O)N1CCCC1)S(C)(=O)=O	11	101	-2	3	0	0	4	-1	5	101	0.8
CCOC(=O)C1CCCN(C2CC(=O)N(c3ccc(C)cc3)C2=O)C1 (stereo not given)	36	96	-5	-6	-7	0	6	-5	9	95	0.8
Cc1ccsc1CN(C)C(=O)CCc1nnc(COc2ccccc2)o1	9	101	-6	-2	-2	-4	1	-3	9	100	0.5
CN(C)CCNc1nc2c(c(=O)[nH]c(=O)n2C)n1CCCc1ccccc1	24	103	-11	-8	-5	-8	0	0	6	98	0.5
O=C(Cc1cccc(C(F)(F)F)c1)NCC(c1ccco1)N1CCCCC1 (stereo not given)	12	100	-6	-3	-5	-3	14	-5	11	?	1.7
CCn1cnc2c1c(=O)n(CC(=O)NCc1ccccc1)c(=O)n2Cc1ccccc1	13	107	-9	-8	-1	-3	0	-2	13	103	0.4
COCCN1Cc2cccc(C(=O)NCC3CCN(CC(C)C)C3)c2C1=O (stereo not given)	11	98	1	2	0	-3	1	-1	.	95	0.2
CCC12OC(=N)C(C#N)(C1C)C(C#N)(C#N)C(c1ccccc1)O2 (stereo not given)	8	102	-15	-1	0	-2	8	0	12	105	1.4
CCc1nnc(NC(=O)C2=NN(C3CCS(=O)(=O)C3)C(=O)CC2)s1 (stereo not given)	14	99	-6	-2	-4	-2	-1	-3	11	99	-0.1
Cc1cc(NC(=O)CN2CCN(c3ccccc3O)CC2)no1	22	101	-14	-8	-3	-7	2	0	17	98	0.8
Cc1cccc(OCC(=O)NNc2c3ccccc3nc3ccccc23)c1	15	102	-5	-12	0	-1	43	2	13	101	2.6
COc1cccc(OC)c1C(=O)N1CCN(S(=O)(=O)c2ccc(C)cc2)CC1	10	102	-3	-5	-2	-3	1	-4	41	100	0.7
O=c1c2ccccc2n2c(-c3cccc(Cl)c3)nnc2n1Cc1ccccc1	15	100	-6	-6	-11	-7	10	-5	6	104	1.5
O=C1CCCCCN1CP(=O)(O)CCc1ccccc1	21	102	0	4	0	-1	1	1	36	101	0.3
COc1ccc(NC(=O)CC2C(=O)N(c3cccc(OC)c3)C(=O)N2C(C)C)cc1 (stereo not given)	17	86	-5	-3	-5	-4	1	-3	9	86	0.7
Cc1cc(C)c(NC(=O)Cn2c(=O)n(-c3ccc(CC(=O)NCC4CCCO4)cc3)c(=O)c3ccccc32)c(C)c1 (stereo not given)	11	103	-2	-3	0	-1	2	0	21	113	0.3
O=C1Cn2c(nc3ccccc32)N1c1cccc(C(F)(F)F)c1	37	108	-14	-9	-6	-6	78	1	14	101	-1.4
O=S(=O)(NCC1COc2ccccc2O1)c1ccc2ccccc2c1 (stereo not given)	4	107	0	0	-7	-4	-4	0	14	106	-0.3
CCOC(=O)C1C(=O)CC(C)(O)C(C(=O)OCC)C1c1ccc(Br)cc1 (stereo not given)	13	102	-15	-8	-11	-12	0	0	10	101	0.1
O=C(/C=C/c1c(Cl)nc2ccccn12)Nc1ccc(F)cc1	9	102	-2	0	1	4	4	2	23	99	1.2
O=S(=O)(Nc1cccnc1)c1ccc(Cl)cc1	18	96	-3	0	0	0	0	-2	21	94	0.0
CCOC(=O)CSc1nnc(CNC(=O)Cc2ccccc2)n1C	29	98	-5	-5	-8	-7	3	-3	7	99	0.2
O=C(O)c1cccc(N2C(=O)/C(=C/c3ccc(SCc4ccc(Cl)cc4)o3)SC2=S)c1	15	97	15	9	4	-11	-1	2	8	96	-0.1
O=C(Nc1nc(-c2ccccc2)cs1)C1CCCO1 (stereo not given)	35	97	-11	-8	-9	-8	3	-2	20	93	-0.3
CCC(=O)N1CCC(C(N)=O)(N2CCCCC2)CC1	12	133	0	-1	-2	-1	10	0	11	161*[activator]	0.5
CCOc1c(Cl)cc(CNc2ccc(N3CCCC3)cc2)cc1OC	15	98	41*	12	1	-11	0	15	8	?	0.2
COCCNC(=S)Nc1cc(OC)c(NC(=O)c2ccco2)cc1OC	11	99	-4	-4	-2	-4	36	-5	13	100	-0.4

Next section
SMILES	GSH bead fluor	RGS4-Gao reg	Bfl-1 Bim block	Bim-Bcl-2	Bim-Bcl-XL	Bcl-B Bim block	ABCG2 inh	Bcl-W Bim block	Avidin fluor	RGS7-Gao	ABCB1 inh
Cc1oc(-c2ccc(C(F)(F)F)cc2)nc1CN(Cc1ccccn1)C[C@@H]1CCC(=O)N1	15	103	-7	-4	-1	-5	14	0	2	103	1.3
Cc1c(NC(=O)CSc2ncnc3ccccc23)c(=O)n(-c2ccccc2)n1C	25	98	-4	-4	1	-5	0	1	9	104	0.0
CCN(CC(=O)NC1CCS(=O)(=O)C1)Cc1nc2c(Br)cc(Br)cc2c(=O)[nH]1 (stereo not given)	18	99	-3	-1	-1	-4	2	-1	13	106	0.5
OCc1cn(-c2ccccc2)nn1	12	98	4	1	-3	1	0	2	19	99	0.5
Cc1ccnc2nc(C(=O)Nc3nnc(-c4ccc(Cl)cc4)o3)nn12	20	102	-4	-1	-2	0	-1	0	6	92	0.3
CCN(C(=O)COC(=O)c1cc(-c2ccccc2)nc2c1c(C)nn2-c1ccc(C)cc1)C1CCS(=O)(=O)C1 (stereo not given)	9	104	-11	-7	-5	-8	1	-2	15	97	0.6
OC(CCCN1CCCCC1)(c1ccccc1)c1ccccc1	20	98	0	2	-2	2	0	3	11	102	-0.5
Cn1cccc1C(=S)N1CCOCC1	25	102	-5	-6	-5	-10	2	-4	12	106	0.5
CN(C)CCNC(=O)CN1C(=O)COc2ccc(C(C)(C)C)cc21	26	104	-5	-6	0	-4	-2	-3	5	98	-2.1
O=C(NC1CCCCCC1)C1CCN(c2nc3ccccc3o2)CC1	22	95	7	2	4	5	5	1	15	96	0.9
O=c1c2cnn(-c3ccccc3)c2ncn1CCc1ccccc1	25	103	0	-1	-4	-1	9	-2	4	103	0.9
Cn1cc(Br)c(C(=O)N2CCc3ccccc32)n1	12	95	6	6	2	-3	8	2	7	97	-0.1
Cc1oc(/C=N/NC(=O)CC2(C)OCCO2)cc1Br	9	100	-8	-7	-5	-6	2	-3	7	104	0.2
CSc1cccc(NC(=O)/C=C/c2ccc(Cl)cc2)c1	17	109	-10	-7	-5	-9	-3	3	10	106	-0.8
CS(=O)(=O)C1=NSC2=NC(=O)/C(=C\c3cccn3-c3ccc(Cl)cc3)C(=N)N21	18	101	0	5	0	1	-5	4	14	96	-0.6
Cc1nc2ccccn2c1C(=O)NC1CCCCC1	25	94	0	0	-1	0	-1	0	11	99	-0.3
Cc1ccc(C(C)C)c(OCC(=O)N/N=C/C2CCCCC2)c1	12	106	7	3	1	0	1	5	26	105	-0.1
Cc1ccc(/C=N/NC(=O)Cn2nccc2C)o1	12	103	0	-7	-4	-1	3	-3	43	106	0.7
Cn1c(O)c(C2=c3ccccc3=NC2=O)[nH]c1=S	9	87	-3	0	0	-2	2	2	13	87	-0.9

One compound at a time, as listed above. Values in the order: GSH bead fluor	RGS4-Gao reg	Bfl-1 Bim block	Bim-Bcl-2	Bim-Bcl-XL	Bcl-B Bim block	ABCG2 inh	Bcl-W Bim block	Avidin fluor	RGS7-Gao	ABCB1 inh
Profile of `CS(=O)(=O)C1=NSC2=NC(=O)/C(=C\c3cccn3-c3ccc(Cl)cc3)C(=N)N21` : 18	101	0	5	0	1	-5	4	14	96	-0.6
Profile of `Cc1oc(/C=N/NC(=O)CC2(C)OCCO2)cc1Br` : 9	100	-8	-7	-5	-6	2	-3	7	104	0.2
